POLI inh – DNA polymerase iota (human) inhibition | Q9UNA4 | Pol iota fluorescent replication assay, 10 min | Potency, µM (doses to about 115 µM), without a hit: top-dose activity, negative = inhibition, hits mostly inhibitors | hit rate 1% among 390,000 | AID 588590
Target sequence (Q9UNA4 whole entry, looked up): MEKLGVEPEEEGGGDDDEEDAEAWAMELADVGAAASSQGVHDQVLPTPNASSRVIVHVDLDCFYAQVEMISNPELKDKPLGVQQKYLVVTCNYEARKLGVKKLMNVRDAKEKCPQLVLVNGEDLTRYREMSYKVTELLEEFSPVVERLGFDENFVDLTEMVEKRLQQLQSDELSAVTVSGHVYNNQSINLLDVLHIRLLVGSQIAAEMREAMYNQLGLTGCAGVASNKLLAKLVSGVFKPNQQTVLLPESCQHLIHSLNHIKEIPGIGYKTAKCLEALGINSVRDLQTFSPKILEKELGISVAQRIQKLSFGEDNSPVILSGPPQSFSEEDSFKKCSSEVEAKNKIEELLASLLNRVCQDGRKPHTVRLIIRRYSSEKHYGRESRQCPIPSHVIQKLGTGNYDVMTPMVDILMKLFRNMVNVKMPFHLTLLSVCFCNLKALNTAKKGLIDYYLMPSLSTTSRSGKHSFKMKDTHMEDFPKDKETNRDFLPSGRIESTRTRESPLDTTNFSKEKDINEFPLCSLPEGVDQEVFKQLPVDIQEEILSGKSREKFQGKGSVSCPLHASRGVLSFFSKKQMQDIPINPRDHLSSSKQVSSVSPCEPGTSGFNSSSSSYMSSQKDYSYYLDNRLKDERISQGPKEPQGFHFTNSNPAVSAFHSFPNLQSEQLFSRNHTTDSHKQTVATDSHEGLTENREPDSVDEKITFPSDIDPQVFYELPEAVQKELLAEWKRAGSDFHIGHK
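Pol iota at 10 nM preincubated 15 min with compounds at room temperature; reaction started with fluorescent substrate, 50 nM final. Fluorescence read kinetically at 0 and 10 min; buffer-only wells as negative control.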
JMJD2A Tudor inh – blocks the human JMJD2A Tudor domain | AlphaScreen JMJD2A-Tudor / H3K4me3 peptide binding | AID 504339 | O75164 | Potency, µM (highest dose often 114 µM), for the others: at the highest dose activity change, negative = inhibition, most hits filed as inhibitors | hit rate 4.4% among 390,000; note: % is set by controls: 0 for no effect and ±100 for the full control effect; nearly all actives have a fitted effect of over 50% in size
POLK inh – DNA polymerase kappa (human) inhibition; hit rate 0.53% among 400,000; Q9UBT6; Potency, µM (doses to about 107 µM), inactives show at the top dose activity, negative = inhibition, usual class: inhibitors; purified Pol kappa, fluorescent DNA synthesis assay, 10 min; note: % is set by controls: 0 for no effect and ±100 for the full control effect
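Activity was followed as the change in fluorescence between reads at 0 and 10 min after starting the reaction with 50 nM substrate. Beforehand, 10 nM polymerase had been preincubated with compound for 15 min at room temperature.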
BLM inh – blocks DNA unwinding by human BLM helicase; P54132; hit rate 0.2% among 350,000; recombinant BLM DNA unwinding, fluorescence dequenching; Potency, µM (doses to about 56.1 µM), for the others: top-dose activity change, negative = inhibition, hits mostly inhibitors;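 note: plate controls were vehicle for no effect and no enzyme for full effect; nearly all actives have a fitted effect of over 35% in size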
G9a inh – inhibitors of human histone lysine methyltransferase G9a; Q96KQ7; G9a H3K9 monomethylation, AlphaScreen, 2 h; Potency, µM (doses to about 102 µM), inactives show at the top dose activity, negative = inhibition, most hits filed as inhibitors; hit rate 8.8% among 350,000; note: % is set by controls: 0 for no effect and ±100 for the full control effect; nearly all actives have a fitted effect of over 75% in size
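AlphaScreen read-out: biotin-H3K9 peptide (500 nM) methylation by 20 nM enzyme with 20 uM SAM, 2 h at room temperature after 15 min compound preincubation; anti-monomethyl H3K9 antibody plus donor/acceptor beads, 10 min dark.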
Pol beta inh – inhibitors of human DNA polymerase beta | P06746 | Pol beta primer extension/strand displacement, fluorescence kinetic | Potency, µM (series often up to 114 µM), inactives show at the highest dose activity change, negative = inhibition, usual class: inhibitors | hit rate 1.3% among 340,000 | AID 485314; note: % is set by controls: 0 for no effect and ±100 for the full control effect
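Pol beta (10 nM) and compounds were preincubated 15 min at room temperature, then 50 nM substrate (final) started primer extension/strand displacement. Reads were taken at 0 and 10 min; concentration-response data were fitted to a four-parameter Hill equation.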
BAZ2B block – inhibitors of human BAZ2B bromodomain | Q9UIF8 | AlphaScreen BAZ2B-H3K14Ac peptide displacement | Potency, µM (top dose mostly 114 µM), for inactives: top-dose activity change, negative = inhibition, usual class: inhibitors | hit rate 4.4% among 360,000; note: % is set by controls: 0 for no effect and ±100 for the full control effect; nearly all actives have a fitted effect of over 60% in size
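Complex of BAZ2B and biotin-H3K14Ac (50 nM apiece) forms over 30 min at RT, then faces library compounds up to 110 uM for another 30 min; AlphaScreen beads added, 20 min dark incubation, luminescence read.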
Pol eta inh – blocks human DNA polymerase eta activity; Q9Y253; recombinant Pol eta, fluorescent DNA replication assay; Potency, µM (highest dose often 114 µM), for inactives: at the highest dose activity change, negative = inhibition, hits mostly inhibitors; hit rate 1.2% among 390,000; AID 588591; note: % is set by controls: 0 for no effect and ±100 for the full control effect
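Pol eta (10 nM) was preincubated with compounds for 15 min at room temperature, after which fluorescent replication substrate (50 nM final) was added to start the reaction. Fluorescence was read kinetically at 0 and 10 min.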
APEX1 inh – inhibitors of human APE1 endonuclease. P27695. recombinant APE1, TAMRA/BHQ-2 abasic DNA cleavage fluorescence. Potency, µM (top dose mostly 65.8 µM), inactives show at the highest dose activity change, negative = inhibition, hits mostly inhibitors. hit rate 0.35% among 350,000. AID 2517;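 note: plate controls were vehicle for no effect and reference inhibitor for full effect; nearly all actives have a fitted effect of over 55% in size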
Target sequence (P27695 whole entry, looked up): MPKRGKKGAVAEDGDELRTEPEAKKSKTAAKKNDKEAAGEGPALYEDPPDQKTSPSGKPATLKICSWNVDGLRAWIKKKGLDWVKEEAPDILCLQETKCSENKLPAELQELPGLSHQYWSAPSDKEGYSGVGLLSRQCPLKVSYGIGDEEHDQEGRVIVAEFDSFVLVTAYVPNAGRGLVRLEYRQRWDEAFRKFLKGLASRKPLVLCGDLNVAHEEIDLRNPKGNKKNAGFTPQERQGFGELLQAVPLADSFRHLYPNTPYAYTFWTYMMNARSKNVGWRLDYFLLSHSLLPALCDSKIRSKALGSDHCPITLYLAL
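APE1 at 0.75 nM final was preincubated with compound 15 min at room temperature, then 50 nM double-stranded THF abasic-site substrate (5'-TAMRA/3'-BHQ-2) was added. Fluorescence (ex 525/em 598 nm) was read kinetically; third-minus-first read gave activity.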
* hit, by the source's call; ? = inconclusive; / = not tested or not shown; & = joins results of further samples; [ ] = dose if it differs, or a comment. Calls come from the whole dose curve; as a rule, active = well fitted curve in the direction sought with a large enough effect; inconclusive = small, poorly fitted or top-dose-only effect, or another doubt; inactive = no such curve, though single readings can be large; an effect the other way counts as inactive or inconclusive. Potency is the fitted concentration of half-maximal effect. Only part of the results is shown (hit frequency here may not be typical).

APEX1 inh	BAZ2B block	Pol eta inh	POLI inh	JMJD2A Tudor inh	BLM inh	Pol beta inh	G9a inh	POLK inh	Molecule
-4.1%	-2.0%	-12.2%	-5.4%	-27.0%	-0.1%	-2.0%	-26.5%[12.7 µM]	-6.6%	CCCc1[nH]nc2c1C1(C(=O)N(C(C)C)c3ccccc31)C(C#N)=C(N)O2 (stereo not given)
/	/	-8.9%	-2.3%	-2.7%	/	/	/	14.5%	COCC(=O)N1C[C@H]2CON(C)[C@H]2C[C@H]1c1cccc(-c2ccc(C#N)cc2)c1
30.3%	0.1%	-18.8%	22.9%	-12.7%	-6.4%	2.4%	35.7%[activator]	-23.3%	COCc1c(C(=O)N/N=C(\C)c2ccncc2)nnn1-c1nonc1N
7.8%	-24.0%&-2.5%	-5.8%&-10.0%	6.4%&32.8%	-22.5%&-17.5%	-3.3%&-0.3%	11.7%&-2.3%	5.0%	7.2%&-5.1%	COC(=O)c1ccccc1NC(=O)C1=CC(c2cccs2)=NS(=O)(=O)N1C
-22.5%	-11.0%	-26.1%	132.5%[activator]	-6.0%	-9.3%	4.9%	-4.7%	-0.2%	COc1ccc(NC(=O)c2ccccc2OCc2ccc(F)cc2)c(OC)c1
17.7%	2.2%	-22.1%	90.7%[activator]	6.2%	-3.2%	-2.3%	/	-3.8%	O=C(/C=C/c1ccccc1[N+](=O)[O-])NCCN1C(=O)S/C(=C\c2ccc(F)cc2)C1=O
24.8%	-2.6%	-3.2%	7.5%	-3.4%	/	/	-24.3%	-13.0%	CCN(CC)CCn1c2c(c(SCC(=O)Nc3ccc(C(C)C)cc3)nc1=O)CCCC2
6.1%	-3.0%	5.8%	-8.9%	-7.7%	-1.3%	2.8%	9.1%	0.5%	Cc1cccc(CC(=O)N2CCOCC2)c1
-1.9%	-5.3%	-1.4%	4.4%	-16.5%	0.0%	-1.3%	?	-4.9%	N#CCCSCc1ccc2oc(C(=O)O)cc2c1
/	/	-9.4%	?	-31.7%	/	/	/	-8.1%	C#CCN1C=CC(=O)[C@@H](OC(=O)Nc2ccc(C)cc2)[C@H]1c1ccccc1Br
19.8%	-34.9%	-0.4%	?	-27.8%	-3.7%	4.2%	25.1µM*	-9.1%	COc1ccc(N2CCN(CCNC(=O)Nc3ccc(C)c(Cl)c3)CC2)cc1
6.7%	-11.3%	-11.4%	170.4%[activator]	-30.8%	-3.3%	26.2%	8.4%[59 µM]	0.0%	COc1ccc(OC)c(NC(=O)C2CC(=O)N(CCc3ccccc3)C2)c1 (stereo not given)
23.5%	4.9%	-8.0%	-23.3%	-20.0%	-15.1%	31.5%	39.4%[59 µM]	-22.3%	O=C(Nc1ccc(N2CCCC2)cc1)c1ccc([N+](=O)[O-])cc1Cl
?	-11.2%	-14.8%	-1.5%	-0.3%	-4.9%	8.4%	3.0%	2.4%	CCCN(Cc1ccco1)S(=O)(=O)c1ccc(OC)c(OC)c1
-1.0%	6.2%	-20.9%	15.1%	10µM*	-6.4%	12.0%	39.8µM*	-1.8%	S=c1[nH]nc(-c2ccc(Cl)cc2)n1CCCN1CCOCC1
/	-7.0%	-6.8%	-6.8%	-14.5%	-6.4%	32.9%	?	-6.0%	COc1cccc(N2C(=O)C(CC(=O)Nc3cccc(F)c3)N(C3CCCC3)C2=O)c1 (stereo not given)
-0.2%	-3.4%	5.2%	-0.7%	-17.0%	-3.8%	-3.0%	-0.3%[12.7 µM]	-3.4%	CCN(CC)C(=O)Oc1ccc(NC(C)=O)cc1
0.0%	5.6%	-20.6%	84.9%[activator]	-12.8%[57.1 µM]	-0.1%	23.5%	4.7%	-3.8%	CC(=O)c1cc(C(C)=O)c(C)nc1C
-2.0%	4.4%	-8.1%	90.9%[activator]	-11.7%	-5.8%	-0.3%	-1.7%	2.5%	COc1ccc(N(C(=O)c2cccnc2)S(=O)(=O)c2ccccc2)cc1
-0.6%	11.1%	-14.7%	-11.1%	-9.4%	-0.9%	1.4%	7.8%[12.7 µM]	-5.0%	Cc1ccc(-n2ncc3c(N4CCN(c5ccc(F)cc5)CC4)ncnc32)c(C)c1
-4.5%	-8.9%	-8.4%	?	-29.8%	-9.7%	1.9%	18.0%[59 µM]	-9.9%[60.1 µM]	O=C(Cn1cnc2c(nnn2Cc2ccc(F)cc2)c1=O)NCc1ccco1
13.9%	-1.1%	-12.1%	1.9%	-20.0%	-10.7%	6.1%	7.0%[59 µM]	-1.8%	N#CC1=C(SCC(=O)NC2CCCCC2)NC(=O)CC1c1ccco1 (stereo not given)
-0.8%	2.1%	-9.6%	-11.0%	-7.7%	-4.0%	6.5%	-10.8%	15.8%	COc1cccc(C(=O)C2CCCN(C(=O)c3ccc(C#CC(C)(C)O)cc3)C2)c1 (stereo not given)
-33.1%	-5.3%	-14.0%	32.8%[activator]	9.2%	-2.8%	14.9%	/	-1.5%	COC1c2ccccc2C(=O)N1CCc1ccc(Cl)cc1 (stereo not given)
5.2%	/	-23.2%	2.4%	4.1%	/	/	/	-10.8%	O=C(COc1ccc(Cl)cc1Cl)NCC1(N2CCOCC2)CCCCC1
6.3%	8.0%	-16.1%	-0.2%	-0.3%	/	/	-0.1%[12.7 µM]	-2.4%	CC(=O)c1ccc(S(=O)(=O)NCCC(=O)N2CCN(c3ccccn3)CC2)cc1
7.6%	-33.0%	9.9%	6.9%	-7.6%	-4.1%	43.1%	?	-4.9%	COC(=O)Cc1ccc(NC(=S)NCc2ccco2)cc1
/	-1.7%	-28.5%	10.3%	-12.4%	0.5%	-13.3%	10.0%[59 µM]	-16.1%	Cc1ccccc1-n1c2nc(=O)[nH]c(=O)c-2cc2c(Cl)cccc21
-1.0%	2.2%	-24.8%	59.0%[activator]	-6.0%[57.1 µM]	-3.7%	-0.6%	44.2%	-2.2%	CC(C)N(C(=S)NCc1ccccc1)c1ccccc1
/	56.2µM*	/	-18.9%	-27.8%	-0.1%	?	-15.3%[59 µM]	0.8%	Cc1ccc(C(C)C)c(OCC(=O)Nc2ccc(S(=O)(=O)Nc3onc(C)c3C)cc2)c1
-3.9%	-24.9%	-32.9%	?	-27.5%	-14.5%	?	?	-15.1%	O=C(O)CC1S/C(=N/N=C/c2ccc(-c3ccc(Cl)c([N+](=O)[O-])c3)o2)NC1=O (stereo not given)
18.8%	-32.7%	-8.1%	136.9%[activator]	-30.5%	-4.9%	19.3%	/	-11.2%	CC1(C)CC2(CC(c3ccccc3)c3ccc(O)cc3O2)NC(=S)N1 (stereo not given)
?	-17.5%	-28.0%	7.8%	?	-14.1%	-1.1%	?	-1.1%	Cc1cc(C)cc(NC(=O)C(=O)NCCc2c[nH]c3ccccc23)c1
/	/	-13.8%	27.3%	-14.0%	1.3%	-12.0%	-4.0%[59 µM]	-9.4%	Cc1cc(C)c(NC(=O)Cn2c(=O)n(Cc3ccc4c(c3)OCO4)c(=O)c3ccc(C(=O)NC4CCCCC4)cc32)c(C)c1
7.4%	-0.2%	2.3%	17.3%	-4.8%	/	/	2.3%	-7.8%	Cc1ccc(C)c(NC(=O)CN(C)C(=O)c2sccc2C)c1
-1.7%	7.9%	?	31.0%[activator]	-24.7%	-20.3%	8.8%	-26.7%	-28.6%	O=C(Cn1c2ccccc2c(=O)c2ccccc21)N/N=C/c1ccc(N2CCCC2)c([N+](=O)[O-])c1
-0.6%	0.3%	4.7%	-3.8%	-7.2%	-3.9%	-0.1%	8.8%[12.7 µM]	-0.4%	Cc1ccc(/C=N/Nc2ccc(Cl)nn2)cc1
15.2%	?	-4.6%	9.3%	79.4µM*	0.1%	3.2%	22.4µM*	-3.1%	COc1cccc2c(=O)c(C(=O)O)c[nH]c12
-5.7%	12.9%	-11.6%	7.9%	-7.6%	-7.3%	/	20.7%[59 µM]	-0.6%	Cc1ccc(C(=O)c2ccc(CC(=O)O)n2C)cc1
20µM*	?	20µM*	7.08µM*	79.4µM*	59.0%[activator]	20µM*	44.7µM*	11.2µM*	O=C(O)CCCN1C(=O)/C(=C\c2ccco2)SC1=S
2.0%	?	9.9%	41.7%[activator]	-12.4%	1.5%	?	?	-13.5%	CC(=O)c1ccc(NC(=S)Nc2cccc3cnccc23)cc1
-4.4%	-4.9%	-10.6%	-26.8%	93.2%[activator]	2.6%	-0.9%	?	-9.7%	COc1ccc(Br)cc1-c1nc(CCl)cs1

Nothing new here: 7 of the compounds above.
APEX1 inh	BAZ2B block	Pol eta inh	POLI inh	JMJD2A Tudor inh	BLM inh	Pol beta inh	G9a inh	POLK inh	Molecule
-1.7%	7.9%	?	31.0%[activator]	-24.7%	-20.3%	8.8%	-26.7%	-28.6%	O=C(Cn1c2ccccc2c(=O)c2ccccc21)N/N=C/c1ccc(N2CCCC2)c([N+](=O)[O-])c1
-0.6%	0.3%	4.7%	-3.8%	-7.2%	-3.9%	-0.1%	8.8%[12.7 µM]	-0.4%	Cc1ccc(/C=N/Nc2ccc(Cl)nn2)cc1
15.2%	?	-4.6%	9.3%	79.4µM*	0.1%	3.2%	22.4µM*	-3.1%	COc1cccc2c(=O)c(C(=O)O)c[nH]c12
-5.7%	12.9%	-11.6%	7.9%	-7.6%	-7.3%	/	20.7%[59 µM]	-0.6%	Cc1ccc(C(=O)c2ccc(CC(=O)O)n2C)cc1
20µM*	?	20µM*	7.08µM*	79.4µM*	59.0%[activator]	20µM*	44.7µM*	11.2µM*	O=C(O)CCCN1C(=O)/C(=C\c2ccco2)SC1=S
2.0%	?	9.9%	41.7%[activator]	-12.4%	1.5%	?	?	-13.5%	CC(=O)c1ccc(NC(=S)Nc2cccc3cnccc23)cc1
-4.4%	-4.9%	-10.6%	-26.8%	93.2%[activator]	2.6%	-0.9%	?	-9.7%	COc1ccc(Br)cc1-c1nc(CCl)cs1

Screening results as filed in PubChem.
